Compound activity from PubChem.
RORg inh: inhibitors of mouse ROR gamma transcriptional activity. P51450. Drosophila S2 Gal4-RORgamma UAS-luciferase reporter, 20 h. Potency, µM (top dose mostly 53.6 µM), inactives show at the highest dose activity change, negative = inhibition, most hits filed as inhibitors. actives 5.4% (n = 310,000); further: on the % scale 0 is the no-effect control and ±100 the full control effect; nearly all actives have a fitted effect of over 60% in size
Target sequence (P51450 whole entry, looked up, the tested form may be a part): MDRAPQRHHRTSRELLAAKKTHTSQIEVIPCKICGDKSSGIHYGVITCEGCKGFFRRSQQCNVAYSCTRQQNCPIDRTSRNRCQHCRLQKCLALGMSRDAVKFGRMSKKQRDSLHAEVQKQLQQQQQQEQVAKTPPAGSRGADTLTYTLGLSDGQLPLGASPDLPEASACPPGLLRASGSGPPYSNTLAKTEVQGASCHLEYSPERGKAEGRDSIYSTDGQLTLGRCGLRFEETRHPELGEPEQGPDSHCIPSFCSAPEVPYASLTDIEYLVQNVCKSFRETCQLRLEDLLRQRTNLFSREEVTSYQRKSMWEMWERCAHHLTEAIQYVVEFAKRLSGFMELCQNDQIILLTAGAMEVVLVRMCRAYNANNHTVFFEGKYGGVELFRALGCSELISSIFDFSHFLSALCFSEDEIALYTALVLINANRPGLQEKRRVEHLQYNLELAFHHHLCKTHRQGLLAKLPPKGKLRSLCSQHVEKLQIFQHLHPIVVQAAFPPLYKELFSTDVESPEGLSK
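Compounds are pin-transferred onto Drosophila Schneider cells expressing a copper-inducible Gal4–ROR gamma transactivation domain fusion. After 1 hr, copper sulfate is added to 700 uM final; luciferase is read 20 hr later.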
FLuc counter: firefly luciferase modulation, counter-screen for miR-21 project | P08659 | purified FLuc, Km substrates, luminescence inhibition | Potency, µM (doses to about 57.5 µM), without a hit: at the top dose activity change, negative = inhibition, most hits filed as inhibitors | actives 6.9% (n = 360,000);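 further: plate controls were vehicle for no effect and reference inhibitor for full effect; nearly all actives have a fitted effect of over 55% in size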
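Purified P. pyralis luciferase, 10 nM final, with Km-level 10 uM D-luciferin and 10 uM ATP in 50 mM Tris acetate pH 7.5, 10 mM Mg acetate, 0.01% Tween-20, 0.05% BSA; 6-point qHTS titration about 60 µM downward; luminescence read.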
MBNL1 CUG block: inhibitors of human MBNL1 binding to CUG repeat RNA; Q9NR56; TR-FRET MBNL1-His/biotin-(CUG)12 binding, 665/545 ratio; Potency, µM (series often up to 57.5 µM), inactives show top-dose activity change, negative = inhibition, usual class: inhibitors; actives 0.036% (n = 280,000); active means well fitted inhibition curve with a large enough effect in the signal ratio, with a control signal flat, not every such curve was filed as active; inconclusive means small, poorly fitted or top-dose-only effect, or effect the other way, or a change in a side signal; inactive means no such curve, though single readings can be large or run the other way; the % refers to the signal ratio; further: on the % scale 0 is the no-effect control and ±100 the full control effect
Target sequence (Q9NR56 whole entry, looked up): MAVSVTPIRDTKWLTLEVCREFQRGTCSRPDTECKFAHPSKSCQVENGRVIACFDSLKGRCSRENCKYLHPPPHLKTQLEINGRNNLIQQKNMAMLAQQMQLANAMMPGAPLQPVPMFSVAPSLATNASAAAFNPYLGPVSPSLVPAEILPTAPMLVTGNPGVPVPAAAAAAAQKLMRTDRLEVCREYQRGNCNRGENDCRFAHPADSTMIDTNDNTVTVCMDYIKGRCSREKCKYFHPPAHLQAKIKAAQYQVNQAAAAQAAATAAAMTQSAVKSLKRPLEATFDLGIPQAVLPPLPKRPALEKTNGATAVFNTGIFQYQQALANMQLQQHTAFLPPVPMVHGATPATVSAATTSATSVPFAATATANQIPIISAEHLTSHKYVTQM
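Compound titration spanned 92 nM–58 uM against the MBNL1-His/biotin-(CUG)12 complex. After 60 min at room temperature with 5 nM streptavidin-XL665 and 0.055 ng/ul terbium anti-His, ratiometric 665/545 nm emission (Ex 340 nm) normalized to controls.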
Rab9 prom act: activators of Rab9 promoter; Huh7 Rab9 promoter-luciferase reporter, luminescence, 24 h; Potency, µM (titrated, usually from 9.22 µM), without a hit: at the top dose activation, negative = inhibition, usual class: activators; actives 2.8% (n = 320,000); further: % of control where 0% means no effect; nearly all actives have a fitted effect of over 60% in size
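Luminescence from Amplite-detected luciferase (10 minutes, ambient) reports Rab9 promoter activation. Before that, stable Rab9-luciferase Huh7 cells (1500/well, reduced-serum OP-MEM I plus 10% FBS) were exposed to compound for 24 hours at 37C.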
uPA surface inh: blocks generation of uPA at the cell surface. cell surface uPA generation assay, qHTS. Potency, µM (series often up to 38.3 µM), for the others: at the highest dose activity change, negative = inhibition, hits mostly inhibitors. actives 0.31% (n = 330,000); active means well fitted inhibition curve with a large enough effect; inconclusive means small, poorly fitted or top-dose-only effect; inactive means no such curve, though single readings can be large or run the other way; tested in mouse RAW 264.7 cells; further: on the % scale 0 is the no-effect control and ±100 the full control effect; nearly all actives have a fitted effect of over 55% in size
p53 reactivation: re-activators of mutant p53; H1299 p53-A138V BP100-luciferase reporter, luminescence, 24 h; Potency, µM (titrated, usually from 92.2 µM), for the others: top-dose activity change, positive = activation, usual class: activators; actives 0.063% (n = 320,000); further: % of control where 0% means no effect; nearly all actives have a fitted effect of over 45% in size
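H1299 (p53-null), stable ts p53-A138V + BP100-Luc; 1000 cells/well, Opti-MEM/10% FBS; cpd 4 pt, 1:5; 24 h, 37 deg C, 5% CO2; detection reagent 10 min RT; luminescence.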
VP16 counter: counter-screen for ROR gamma inhibitors: Gal4-VP16 reporter | Drosophila S2 Gal4-VP16 UAS-luciferase, luminescence, 20 h | actives 3.5% (n = 310,000) | Potency, µM (top dose mostly 53.6 µM), for inactives: at the top dose activity, negative = inhibition, actives largely listed as inhibitors;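 further: Gal4-VP16 expression switched on by copper sulfate through the metallothionein promoter; on the % scale 0 is the no-effect control and ±100 the full control effect; nearly all actives have a fitted effect of over 50% in size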
BRCA1 expr up: increases BRCA1 expression. MCF7-BRCA1-FFLuc reporter, luminescence, 48 h; response scale: scaled: vehicle 0%, 10 µM genistein 100%. Potency, µM (doses to about 46.1 µM), for inactives: at the top dose activation, usual class: activators. actives 1.1% (n = 380,000). AID 624202; further: nearly all actives have a fitted effect of over 80% in size; some results filed as inactive show a strong effect at the top dose
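Cells: MCF7-BRCA1-FFLuc, 2000/well. Exposure: 48 h, 37 °C, 5% CO2. Read: luminescence, 15 min post-substrate. Controls: genistein 10 microM (maximal activation), DMSO (neutral).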
ELG1 genotoxic: induces genotoxicity in HEK293T cells with luciferase-tagged ELG1 | HEK293T ELG1-luciferase reporter, luminescence, 16 h | Potency, µM (top dose mostly 46 µM), without a hit: at the highest dose activity change, positive = activation, usual class: activators | actives 1.3% (n = 330,000); further: % of control where 0% means no effect; nearly all actives have a fitted effect of over 60% in size
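ELG1-luciferase HEK293T cells, 2,000/well; compound pinned in; 16 hr, 37 °C, 5% CO2; ONE-Glo, 30 min RT; luminescence on CCD imager.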
NPC1 promoter act: NPC1 promoter activation; Huh7 NPC1 promoter luciferase reporter, 24 h; Potency, µM (highest dose often 9.22 µM), inactives show top-dose activation, hits mostly activators; actives 2.4% (n = 320,000); AID 485313;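 further: % of control where 0% means no effect; nearly all actives have a fitted effect of over 60% in size; reporter is driven by a mutant NPC1 promoter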
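Stable NPC1-promoter luciferase Huh7 line; cpd (DMSO) 24 h, 37 °C, 5% CO2; Amplite luciferase reagent 10 min RT; luminescence readout. qHTS format.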
Starred values were filed as active, the others as inactive; u = inconclusive; x = not tested or not shown; & = joins results of further samples; [ ] = another dose, or the depositor's remark. Unless noted, the call rests on the fitted dose curve; in most records, active means well fitted curve in the direction sought with a large enough effect; inconclusive means small, poorly fitted or top-dose-only effect, or another doubt; inactive means no such curve, though single readings can be large; an effect the other way counts as inactive or inconclusive. Potency means the concentration at half of the fitted maximal effect. Compounds were not picked by outcome; any-hit rate near 13%.

Each structure is followed by: RORg inh | FLuc counter | MBNL1 CUG block | Rab9 prom act | uPA surface inh | p53 reactivation | VP16 counter | BRCA1 expr up | ELG1 genotoxic | NPC1 promoter act
Cc1nc(SCC(N)=O)c([N+](=O)[O-])[nH]1
→ -15% | -2% | u | -6% | 0% | -2% | 4% | 9% | -1% | -2%
COC(=O)CCCNc1ncccc1[N+](=O)[O-]
→ -26% | 5% | x | 1% | -1% | 5% | 16% | 8% | 6% | -12%
CC(=O)OC1c2ccccc2C(=O)N1Cc1ccccc1Cl (stereo not given)
→ -5% | -1% | -5% | -8% | -9% | 1% | 3% | -1% | 11% | -2%
CC(C)N(C(=O)[C@H]1C[C@H](CC(=O)NCCC2=CCCCC2)C(=O)N2CCc3c([nH]c4ccc(Cl)cc34)[C@]12C)C(C)C
→ x | x | x | x | 4% | -6% | x | 5% | -1% | x
COc1ccc(-c2nc3c(-c4ccc(F)cc4)cnn3cc2C)cc1F
→ 6% | 1% | -5% | 0% | -1% | 0% | 1% | -4% | -8% | -7%
Cc1ccc(CNC(=O)Cc2ccc(-c3ccccc3)cc2)cc1
→ -23% | -1% | -12% | -17% | x | 13% | -5% | -89% | 10% | -11%
COc1ccc(Cn2c(=S)[nH]c3cc(C(=O)NCCCN4CCOCC4)ccc3c2=O)cc1
→ -18% | 1% | 5% | 1% | -10% | -2% | 2% | -13% | -2% | -4%
COc1ccc(CCC(=O)NCC23CC4CC(CC(C4)C2)C3)cc1
→ -2% | 2% | 1% | -6% | 6% | 2% | -3% | -1% | -10% | 0%
COc1ccc(O)c(C(=O)c2cnc3onc(C(C)C)c3c2)c1
→ 39% | -4% | 7% | -8% | 3% | 2% | 0% | 38% | -3% | -2%
O=C(Cn1cnc2c(NCc3ccccc3)ncnc21)NCC1CCCO1 (stereo not given)
→ x | x | x | x | 0% | -5% | x | 7% | -2% | x
O=C(c1cccnc1)N1CCN(c2ccc(Cl)cc2)CC1
→ 32% | -1% | -4%[11.5 µM] | 1% | -1% | 8% | -9% | -16% | -1% | 1%
CCOC(=O)c1c(C)oc2ccc(OC(=O)c3cccs3)cc12
→ -8% | u | 20% | -3% | -17% | 21% | 8% | 75% | 12% | 4%
COC(=O)c1ccc(N2CCN(S(=O)(=O)c3ccccc3)CC2)c([N+](=O)[O-])c1
→ u | 4% | u | -4% | -5% | -1% | -16% | -36% | -8% | 1%
Cc1cc(C)c(C(=O)CN2C(=O)NC3(CCCCC3)C2=O)cc1C
→ 27% | -3% | 5% | u | 6% | 2% | 5% | u | 11% | 16%
O=C(CSc1nnc(CNC(=O)c2c(F)cccc2Cl)o1)NCc1ccc2c(c1)OCO2
→ 13% | 1% | 0% | x | 1% | x | -8% | -2% | x | x
Cc1nc2ncnn2c(C)c1CCC(=O)Nc1ccc(S(=O)(=O)N2CCCCCC2)cc1
→ u | -1% | 4% | 6% | 4% | -2% | -18% | -25% | 0% | -1%
Cc1ccc(S(=O)(=O)N(CC(=O)N2CCN(c3ccc(F)cc3)CC2)C2CCCCC2)cc1
→ 34% | 3% | -2% | 1% | 3% | 5% | -12% | -56% | -11% | -1%
CC(O)CNCCNCc1cccs1 (stereo not given)
→ -1% | -2% | -6% | -3% | 4% | 1% | 5% | -16% | 8% | -4%
O=C(Nc1ccc(C(F)(F)F)cc1)c1cc(-c2cccnc2)nc2ccc(Br)cc12
→ 36% | -2% | 19% | 2% | x | -1% | -17% | -48% | -6% | -5%
CC(=O)n1cc([C@H]2C=C(C(=O)NCc3ccccc3)O[C@@H](OCc3ccc(CO)cc3)C2)c2ccccc21
→ -8% | 6% | -6% | 0% | -12% | -1% | -6% | -42% | -1% | -5%
O=c1c2cc(-c3ccccc3)sc2ncn1-n1cccc1
→ u | -18% | 13% | 1.8µM* | 0% | 24% | 13% | 2µM* | u | 1.8µM*
O=C(O)c1cc(S(=O)(=O)N2CCCc3ccccc32)ccc1Cl
→ -7% | -16% | -2% | 9% | 7% | 3% | -4% | -1% | 6% | -1%
COc1ccc(C2=NOC(C(=O)Nc3c(C)n(C)n(-c4ccccc4)c3=O)C2)cc1OC (stereo not given)
→ -2% | 1% | 6% | 2% | 7% | 1% | 8% | -7% | 0% | -2%
Cn1c2ccccc2c2cc(/C=N/NC(=O)c3cc(O)cc(O)c3)ccc21
→ -29% | 24µM* | 6% | u | -1% | -11% | -13% | 38% | 6% | 2%
C=CCn1c(SCc2ccc(Cl)cc2)nc2c1c(=O)[nH]c(=O)n2C
→ u | 0% | 0% | 2% | -5% | -7% | 0% | -31% | 8% | 0%
Fc1ccc(F)c(CNc2ncnc3cc(Cl)ccc23)c1
→ u | 4% | 44%[activator] | -4%[1.84 µM] | -9% | -5% | u | -37% | -9% | -10%
O=C(CC1SC(=O)N(Cc2cccc3ccccc23)C1=O)Nc1nccs1 (stereo not given)
→ u | -2% | -9% | -3% | -7% | -3% | u | -15% | -6% | -1%
CN(C)c1ccc(CNn2cnnc2SCc2ccccc2F)cc1
→ 1% | -17% | 3% | 3% | x | u | 21% | 65% | u | 20%
C=CCOc1ccc(-c2nc3c(c(=O)[nH]c(=O)n3CCC)n2CCCC)cc1
→ 17% | 2% | 0% | -2% | -3% | -2% | 5% | -3% | 0% | -2%
CCOC(=O)N1CCC(NC(=O)CCc2cn(C)c3ccccc23)CC1
→ 15% | 2% | 0% | 6% | x | -16% | 1% | 1% | 2% | 5%
Cc1cc(C(=O)CSc2nnc(Nc3ccccc3F)s2)c(C)n1CC1CCCO1 (stereo not given)
→ u | 15µM* | -6% | -2% | 0% | 2% | -2% | -32% | -6% | -3%
CCN(C(=O)Cn1cc(C(=O)C(=O)N2CCOCC2)c2ccccc21)c1ccccc1
→ -8% | 0% | 1% | 2% | 8% | -2% | -7% | -2% | -2% | -2%
CC1=C(C(=O)OCc2ccccc2)C(c2ccc(N3CCOCC3)cc2)NC(=O)N1 (stereo not given)
→ 2% | 3% | 11% | -11% | -6% | -10% | -4% | 12% | 3% | -4%
CCOC(=O)/C=C/CN(C(=O)OC(C)(C)C)S(=O)(=O)N1CC=CC1
→ -15%&25% | 2% | 1% | -5% | 13% | 3% | -13%&-13% | 0% | 0% | -4%
O=C(COc1ccccc1Cl)Nc1ccc2c(c1)C(=O)NC2=O
→ -33% | -15% | u | 0% | -3% | -1% | -22% | 63% | -13% | 0%
C=CCn1c(N)cc(=O)nc1SCC(=O)NC(C)c1ccccc1 (stereo not given)
→ 2% | 0% | -5% | -4% | 7% | 5% | 18µM* | -2% | -1% | 1%
CCN(CC)C(=O)C1CCC(CNS(=O)(=O)c2cccc3cccnc23)CC1 (stereo not given)
→ -7% | 2% | 2% | -2% | 3% | 4% | -17% | 0% | -6% | -1%
COc1cc(S(=O)(=O)Nc2cccc(C)c2)ccc1NC(=O)c1cccnc1
→ -1%[10 µM] | -3% | x | -4% | -2% | -15% | -12% | -47% | -2% | -9%
Cc1cc2ccccc2nc1SCC(=O)NC1CCCCC1
→ -14% | u | 0% | 2% | -1% | -3% | -18% | 1% | 4% | 0%
O=C(Cc1ccc(Cl)cc1)NCCS(=O)c1ccc(Cl)cc1 (stereo not given)
→ 9% | 2% | -6% | 2% | -1% | 0% | -6% | -11% | 1% | 2%
Cc1cccc(OCc2nc3ccccc3c(=O)n2N)c1
→ 27% | 17µM* | 1% | u | -7% | u | 18% | u | u | u
CCOC(=O)N1CCN(C(=O)Cn2nc(C)n3nc(-c4ccc(OC)cc4)cc3c2=O)CC1
→ -21% | u | 1% | 0% | -3% | 6% | 1% | -6% | 1% | 6%
Cc1ccc2nc(C)cc(C(=O)Nc3nccs3)c2c1
→ -40% | -12% | 0% | -1% | 0% | -3% | -6% | -20% | -4% | 0%
COCCNC(=O)CCSCc1ccccc1F
→ 18% | -1% | 0% | -4% | 5% | 6% | -13% | 28% | -2% | -2%
O=C(COC(=O)c1ccc2c(c1)OCCO2)NCCc1ccccc1
→ x | x | x | x | -3% | u | x | 15% | 14% | x
S=c1nc2c(n[nH]1)c1ccccc1n2CCc1ccccc1
→ 2.2µM* | u | u | -4% | -5% | x | 1.4µM* | -14% | -2% | 0%
O=C(CCc1nc2ccccc2c(=O)[nH]1)Nc1nc(-c2cccs2)cs1
→ x | u | x | u | 2% | 8% | x | 17% | u | 12%
Cn1c(-c2ccc3c(c2)OCO3)c(C(=O)O)c(=O)c2ccccc21
→ -23% | 0% | -5% | -4% | 0% | 0% | -16% | -6% | 0% | -2%
Cc1cccc(Oc2ccc(N)cc2)c1
→ 29% | -15% | 2% | 15% | -5% | 10% | 21% | 43% | u | 1%
CC(C)c1ccc(N(CC(=O)NCC2CCCO2)C(=O)Cn2nnc(-c3cccs3)n2)cc1 (stereo not given)
→ 4% | -1% | 2% | -5% | 14% | -3% | -20% | -7% | -1% | 1%
COc1ccccc1OCCC(=O)OCC(=O)Nc1cc(S(=O)(=O)N(C)C)ccc1Cl
→ u | u | -3% | 1% | -3% | 10% | 3% | -20% | 0% | -5%
O=C(C1=C(O)C(=O)N(CCOCCO)C1c1ccccn1)c1cccs1 (stereo not given)
→ -11% | 2% | 13% | 1% | 1% | 3% | 4% | 6% | 1% | -2%
CC12COC3(C(N)=O)CC1CCC32C (stereo not given)
→ u | 2% | -12% | 3% | 17% | -8% | 23% | -1% | 1% | -2%
